Assay outcomes from PubChem BioAssay.
ALOX12 inh = ALOX12 (human) lipoxygenase inhibition. actives 1.1% (n = 580,000). Potency, µM (titrated, usually from 108 µM), inactives show at the top dose activity change, negative = inhibition, actives largely listed as inhibitors. purified 12hLO, xylenol orange hydroperoxide absorbance. P18054; active = well fitted inhibition curve with a large enough effect; inconclusive = small, poorly fitted or top-dose-only effect, or another doubt; inactive = no such curve, though single readings can be large or run the other way
Target sequence (P18054 whole entry, looked up): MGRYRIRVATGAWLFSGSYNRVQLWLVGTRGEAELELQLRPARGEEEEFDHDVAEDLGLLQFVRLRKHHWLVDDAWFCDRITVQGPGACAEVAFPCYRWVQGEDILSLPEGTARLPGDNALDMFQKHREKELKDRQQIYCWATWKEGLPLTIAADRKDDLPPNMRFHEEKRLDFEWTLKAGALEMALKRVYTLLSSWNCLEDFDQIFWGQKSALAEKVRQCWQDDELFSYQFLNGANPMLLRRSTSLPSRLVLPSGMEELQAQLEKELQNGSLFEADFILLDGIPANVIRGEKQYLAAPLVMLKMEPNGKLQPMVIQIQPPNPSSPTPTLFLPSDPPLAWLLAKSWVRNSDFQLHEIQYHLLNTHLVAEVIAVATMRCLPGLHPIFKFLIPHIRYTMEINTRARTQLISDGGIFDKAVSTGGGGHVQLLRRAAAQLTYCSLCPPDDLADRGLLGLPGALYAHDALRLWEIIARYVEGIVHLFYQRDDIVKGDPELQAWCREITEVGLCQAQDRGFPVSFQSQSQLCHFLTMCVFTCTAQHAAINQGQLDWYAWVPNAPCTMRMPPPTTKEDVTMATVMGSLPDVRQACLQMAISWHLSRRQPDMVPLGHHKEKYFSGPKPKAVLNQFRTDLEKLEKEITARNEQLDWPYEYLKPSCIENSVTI
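Purified human 12hLO at 150 nM in 25 mM Hepes, 0.01% Triton X-100, pH 7.0, preincubated 15 min at room temperature with compound. Reaction started with 40 uM arachidonic acid, 30 min at room temperature. Hydroperoxide measured by Fe-xylenol orange, 573/405 nm absorbance ratio.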
Starred values were filed as active, the others as inactive; ? = inconclusive; & = joins results of further samples; [ ] = remark or other dose. % is scaled to controls: 0 for no effect and ±100 for the full control effect; potency is read from the fitted curve at half-maximal effect. Some of the compounds tested; rates above refer to the full screens.

SMILES	ALOX12 inh
COc1ccccc1-c1ccc([C@@H]2C[C@H]3[C@H](CON3C)CN2S(=O)(=O)c2cc(Cl)cc(Cl)c2)cc1	-13%
Cc1cc(C)c(-c2nc3ncccc3[nH]2)[nH]1	?
c1ccc(CN(Cc2ccccc2)C(c2ccnc3ccccc23)c2nnnn2-c2ccc3c(c2)OCCO3)cc1 (configuration not stated)	-38%
CCOC(=O)c1cc(S(=O)(=O)N(C)CC(=O)N2CCN(c3ccc(Cl)cc3)CC2)cn1C	-9%
CCN(CC)C(=O)[C@@H]1CCC[C@@H](NC(=O)c2cccnc2)CN(C)C(=O)C1	24%[176 µM]
Cn1c(Cn2cccn2)nnc1C1CC(NC(=O)CN2CCCC2=O)C1 (configuration not stated)	8%
Cc1c(C)c2ccc(OCC(=O)Nc3nc4ccccc4[nH]3)cc2oc1=O	6%
Cc1ccc(C(=O)NCc2nc(C)cs2)c(C)c1	6%
O/N=C1\CCOc2ccccc21	-13%
CC(=O)Nc1ccc(NC(=O)CSCc2csc(-c3ccc(C)cc3)n2)cc1	-5%
C[C@@H]1C(=O)O[C@H]2[C@H]1CC[C@@]1(C)Cc3sc(NC(=O)CS(=O)(=O)c4ccccc4)nc3[C@@H](C)[C@H]21	?
COc1ccc(C(=O)N2CCCN(S(C)(=O)=O)c3ccccc32)c(C)c1	35%[activator]
COc1cc(OC)c(C(=O)N2CCC(C(=O)c3ccc4c(c3)OCCO4)CC2)cc1OC	15%
Cc1ccc(-c2nn(CC(=O)N(C)C)c(=O)c3ccccc23)cc1	-4%
CCN1C(=O)C2CC3(CCN(C(=O)c4ccc(C)s4)CC3)CN2C1=O (configuration not stated)	25%
COc1cc(Cl)c(C)cc1NC(=O)c1nc2ccccc2nc1N1CCCC1	15%
COC(=O)C(c1ccccc1)(c1cn(C)c2ccccc12)C(Nc1ccccc1)c1cccc(Br)c1 (configuration not stated)	3%
O=C1CO[C@H]2CCN(Cc3cccs3)CC[C@@H]2N1Cc1ccccc1	14%[176 µM]
C=CCOC(=O)Nc1nc2c(s1)C[C@@H]1[C@](C)(CO)[C@H](O)CC[C@@]1(C)[C@@H]2CC(=O)N1CCCCC1	?
CN(C1CCc2nn(C)c(=O)n2CC1)S(=O)(=O)c1cccc(C#N)c1 (configuration not stated)	40%[activator]
Cc1ccccc1CN1C[C@@H]2C(=O)N(Cc3ccc4c(c3)OCO4)C(=O)[C@@H]2C1	41%[activator]
Cc1cccc(NC2=NS(=O)(=O)c3ccccc32)c1C	-20%
CCN(CCNC(=O)C1CCCN(c2cnn(C)c(=O)c2)C1)c1cccc(C)c1 (configuration not stated)	7%
COc1cccc(NC(=O)N[C@H]2[C@H](O)[C@@H](N3CCCCC3)[C@@H]3OC[C@H]2O3)c1	6%[176 µM]
O=C(O)c1cc(/C=C/c2csc(-c3ccccn3)n2)nc2cc(F)ccc12	?
O=C(CSc1n[nH]c(-c2ccccc2)n1)c1cc(F)ccc1F	-20%
CCNC(=O)N1CCC2(CC1)SCC(=O)N2c1ccc(F)cc1	41%
CCOC(=O)c1ccc(S(=O)(=O)Nc2ccccc2-c2nnc3n2CCCCC3)cc1	?
CN1C(=O)[C@@](O)(c2cn(C)c3ccccc23)c2cc(F)ccc21	8%
COc1cccc(Nc2ccc3c(n2)C(C)(C(=O)NC2CCC(O)CC2)CN(C)C3)c1 (configuration not stated)	-9%[176 µM]
CCN1CC2(CCN(Cc3cc4c(cc3OC)OCCCO4)CC2)OC1=O	77%[activator]
COc1cccc(CN2CCCC3(CCN(c4nc5ccccc5o4)C3)C2=O)c1 (configuration not stated)	?
CCOC(=O)C(=O)CCCCCCl	-7%[22.9 µM]
COc1ccc(CN(C)CC(O)COc2ccccc2C)c(OC)c1OC (configuration not stated)	-36%
O=S1(=O)NCC2(CCCN(CCc3ccccc3)C2)Oc2ncccc21 (configuration not stated)	-14%[6.33 µM]
Cc1nn(-c2ncccn2)c2c1C(c1ccccc1OCCc1ccccc1)CC(=O)N2 (configuration not stated)	-29%
CCC(NC(=O)c1cc(C(C)C)nn1C)c1ccc(S(C)(=O)=O)cc1 (configuration not stated)	-2%
O=C(CCc1ncc(-c2ccc(F)cc2F)o1)Nc1ccc(Cl)cc1Cl	?
CNC(=S)NNC(=O)c1ccc(C)c(Cl)c1	11%
Fc1ccc(CCC2CCCNC2)cc1F (configuration not stated)	47%[activator]
N#Cc1cccc(NC(=S)N[C@H]2CO[C@H]3[C@@H]2OC[C@@H]3n2cc(-c3ccccn3)nn2)c1	45%[activator][176 µM]
Cc1cccc(-n2ccc(C=O)c2)c1C	19%
COc1cc(C(=O)Nc2ccc3oc(-c4ccc5ccccc5c4)nc3c2)cc(OC)c1OC	7%
O=C(OCC(=O)N1CCCC1)c1cc(-c2ccco2)nc2ccccc12	6.3µM*
O=C(c1ccc2c(c1)OCO2)N1CCC2(CC1)CC(c1cccc(C(F)(F)F)c1)=NO2	12%
O=C(C1CCCC1)N1CCC(CCOc2ccc(F)cc2)C1 (configuration not stated)	3%
CCCN1C(=O)c2[nH]nc(-c3ccccc3)c2C1c1ccc(F)cc1 (configuration not stated)	7%
CNC(=O)c1cccc(-c2cnc3[nH]cc(CC(=O)Nc4ccccc4C)c3c2)c1	9%[176 µM]
CN1[C@@H](CCC(=O)N2CCc3ccccc32)CNC(=O)[C@@H]2[C@H]1CCN2CC(C)(C)C	27%[176 µM]
CCCCc1c(-c2ccccc2OC)ncn1C1CCCCC1	1%
Cc1noc(C)c1S(=O)(=O)N1CCCC2(C1)Nc1cccnc1NC2=NC1CCCC1 (configuration not stated)	102%[activator]
Ic1ccc(-c2nc(-c3ccccn3)no2)cc1	6%
Cc1ccc(C(=O)N2CCC(n3cnnc3-c3ccccc3)CC2)cc1F	13%
CC(C)C[C@@H](NC(=O)C1=C[C@@H](NC(=O)c2cccs2)[C@@H](O)[C@H](O)C1)C(N)=O	8%[176 µM]
O=C(Oc1ccc2c(-c3cc4ccccc4oc3=O)cc(=O)oc2c1)N1CCOCC1	16%
COc1ccc(-c2c(-c3ccc(OCCN4CCC(C(N)=O)CC4)cc3O)n[nH]c2C)cc1	-7%
COCC1CN(C2CCC2)CC12CCN(Cc1cnn(C(C)C)c1)CC2 (configuration not stated)	43%[activator]
CC(CCc1ccccc1)NC(=O)c1nccnc1N (configuration not stated)	12%
O=C1[C@@H]2C[C@@H](CN2C(=O)C2CCOCC2)Oc2ccccc2N1Cc1ccccc1	7%[176 µM]
COc1ccc(NC(=O)N2C[C@@H]3C[C@H](C2)c2c(NC(=O)c4ccccc4)ccc(=O)n2C3)cc1	-7%

The last four compounds of the part before are carried over, then new ones follow:
SMILES	ALOX12 inh
COCC1CN(C2CCC2)CC12CCN(Cc1cnn(C(C)C)c1)CC2 (configuration not stated)	43%[activator]
CC(CCc1ccccc1)NC(=O)c1nccnc1N (configuration not stated)	12%
O=C1[C@@H]2C[C@@H](CN2C(=O)C2CCOCC2)Oc2ccccc2N1Cc1ccccc1	7%[176 µM]
COc1ccc(NC(=O)N2C[C@@H]3C[C@H](C2)c2c(NC(=O)c4ccccc4)ccc(=O)n2C3)cc1	-7%
Cc1nc(N2CCC(NC(=O)c3ccco3)CC2)cc(C(F)(F)F)n1	?
CN(Cc1cccc(C(F)(F)F)c1)C(=O)Cc1ccc(F)cc1	1%[176 µM]
CCC1(C(=O)NCCc2ccccc2)CCCCC(=O)N1 (configuration not stated)	15%
O=C(O)CCC(=O)N1Cc2ccccc2CC2(CCCN(Cc3cccnc3)C2)C1 (configuration not stated)	?
CC(=O)CC1N(S(=O)(=O)c2ccc(C)cc2)c2ccccc2N1S(=O)(=O)c1ccc(C)cc1	-5%
CC(C)Oc1cc(N(C)CC2CC(=O)N(C(C)(C)C)C2)nc(N)n1 (configuration not stated)	25%
CC(=O)NC12CC3CC(C1)CC(C(=O)NC(c1ccccc1)c1ccccc1)(C3)C2	-19%
C[N+]1=C(N)NC2=C3CCCCC3n3c(=O)n(-c4ccccc4)c(=O)n3C2C1 (configuration not stated)	?
COc1ccc(-c2noc([C@@H]3CCCN3C(=O)c3ccc(C)c(C)c3)n2)cc1OC	5%
CCCc1c(C)c2ccc(OCC(=O)c3ccccc3)cc2oc1=O	43%[activator]
CC(=O)Nc1ccc(S(=O)(=O)N[C@H]2CO[C@H]3[C@@H]2OC[C@@H]3n2nnnc2-c2ccc3c(c2)OCO3)cc1	36%
CC(C)Cn1cnc2c1c(=O)n(CC(=O)Nc1cccc(C(F)(F)F)c1)c(=O)n2Cc1ccccc1	-8%
Cc1cnc(NC(=O)CCc2ncc(-c3c(F)cccc3F)o2)s1	11%
CN1CC(=O)N(c2ccccc2)Cc2c(NCc3cccc(C(F)(F)F)c3)ncnc21	16%
O=C(NCCN1CCOCC1)C1CN(S(=O)(=O)c2cccnc2)CC12CCCCC2 (configuration not stated)	9%
O=C(NNC(=S)Nc1ccc(Cl)cc1Cl)c1ccc(Cl)c(Cl)c1	?
CC1=C[C@@H](CNC(=O)c2cnccn2)[C@H](C(C)C)C[C@H]1Cc1nc2ccccc2n1C	29%[176 µM]
NS(=O)(=O)Cc1ccc(CNC(=O)c2cccc(F)c2)cc1	-3%
O=C(NC1CCN(c2cc(-c3ccc(Cl)cc3)[nH]n2)C1)c1ccc(F)c(F)c1 (configuration not stated)	3%
Cc1ccc2nc(C)c(C)c(C(=O)NCc3nc(-c4ncccn4)no3)c2c1	72%[activator]
Cc1ccc2c(CN3CCN(c4ccccc4)CC3)cc(=O)oc2c1C	?
Clc1ccc(CSCCSc2nc3ccccc3s2)cc1	-32%
CCOc1cccc(CNC)c1OCc1ccc(Cl)cc1	36%
CCC1CN(C(=O)c2ccc(NCc3cnn(CC)c3)nc2)CCN1C(C)C (configuration not stated)	54%[activator]
Cc1c(CC(=O)N2CCC(C#N)CC2)c2c(n1Cc1ccccc1)CCCC2=O	23%
CC(C)c1ccccc1NC(=O)CCc1ncc(-c2ccccc2)o1	3%
O=C(Cc1ccc2c(c1)OCO2)N[C@@H]1CCOC[C@H]1Oc1ccccn1	39%[activator]
CN(Cc1cccc2ccccc12)Cc1cccn1C	15%&37%[176 µM]
CC(=O)c1ccc(SCC(=O)Nc2ccc(N3CCCC3=O)c(C)c2)c(F)c1	?
CN1C[C@H](C(=O)Nc2ccncn2)C[C@H]1c1cccc(C(F)(F)F)c1	-1%[176 µM]
O=C(NC1CCCC1)c1ccc(-c2ccc(N3CCSCC3)nc2)cc1	?
Cc1ccc(CSc2nc3nc[nH]c3c(=O)[nH]2)cc1	-29%
CN(CC1CCOCC1)S(=O)(=O)c1ccc(F)cc1F	-9%
COc1cccc(CC(=O)N2CCC3(CC2)CC(Cc2nc(-c4cccnc4)no2)CCO3)c1 (configuration not stated)	-1%
COc1cccc(-c2cc(-c3c(C)noc3C)cc3c2C(=O)N(C)C3=O)c1OC	-3%[176 µM]
O=C(c1ccc2c(c1)OCO2)N1CCN([S+](=O)([O-])c2ccc(Cl)nc2)C(=O)C1	11%[6.33 µM]
CCOc1ccc(C2Cn3nnc(-c4nc(-c5ccccc5OCC)no4)c3CO2)cc1 (configuration not stated)	15%
COc1ccc2nc(/C(C#N)=C/c3ccccc3Sc3ccccc3)[nH]c2c1	?
Cc1noc(-c2ccccc2OC2CCN(C(=O)c3cc(C)[nH]n3)C2)n1 (configuration not stated)	47%[activator]
CCOc1ccc(CC(=O)NC2CCc3n[nH]c(=O)n3CC2)cc1OCC (configuration not stated)	47%[activator]
Cn1nc(C(=O)N2CCC(c3ccccc3)C2)c2c1-c1ccsc1CC2 (configuration not stated)	?
Cc1nc(-c2ccccc2)sc1C(=O)N[C@H](C(=O)O)C(C)C	-6%
C#CCNC(=O)c1csc(-c2ccc(C)cc2)n1	-31%
NC(=O)c1nnn([C@H]2CCN3C(=O)[C@@H](Cc4c[nH]c5ccccc45)NC(=O)[C@@H]3C2)c1C(N)=O	0%
CN(C)c1ccc(N=c2cc(-c3ccccc3)cc(-c3ccccc3)s2)cc1	-30%
COc1cccc(CCC(=O)NCCC2CCN(C(=O)Nc3ccc(C)cc3)CC2)c1	47%[activator]
CN(C)c1cccc(-c2cnc(Nc3cnccn3)c3c2CCO3)c1	13%[176 µM]
COc1ccc(-c2noc([C@@H]3CCCN3C(=O)c3ccc(C)nc3)n2)cc1	40%[activator]
Cc1ccccc1OCCOC(=O)c1ccc2c(c1)NC(=O)CS2	18%
Cn1c(=O)c2c(ncn2CC(=O)Nc2ccc(C34CC5CC(CC(C5)C3)C4)cc2)n(C)c1=O	?

5 entries already listed, sorted by the value under ALOX12 inh, rising.
structure	ALOX12 inh
CN(C)c1ccc(N=c2cc(-c3ccccc3)cc(-c3ccccc3)s2)cc1	-30%
Cc1nc(-c2ccccc2)sc1C(=O)N[C@H](C(=O)O)C(C)C	-6%
COc1cccc(CC(=O)N2CCC3(CC2)CC(Cc2nc(-c4cccnc4)no2)CCO3)c1 (configuration not stated)	-1%
NC(=O)c1nnn([C@H]2CCN3C(=O)[C@@H](Cc4c[nH]c5ccccc45)NC(=O)[C@@H]3C2)c1C(N)=O	0%
Cc1ccccc1OCCOC(=O)c1ccc2c(c1)NC(=O)CS2	18%
